CXCR6 block: CXCR6 receptor inhibitors, primary screen, cell-based, beta-arrestin, luminescence, CHO-K1 PathHunter, 1536-well. C-X-C chemokine receptor type 6 (Homo sapiens), O00574. inhibition, % at 20 µM. 0.36% of 360,000 active. AID 602244, 2012; in the data active = inhibition above about 34%, passing the limit was not always enough;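 also: antagonist mode with CXCL16 agonist at 10 nM final; 0% = 10 nM CXCL16 with DMSO and 100% = unstimulated wells without agonist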
Target sequence (O00574 whole entry, looked up): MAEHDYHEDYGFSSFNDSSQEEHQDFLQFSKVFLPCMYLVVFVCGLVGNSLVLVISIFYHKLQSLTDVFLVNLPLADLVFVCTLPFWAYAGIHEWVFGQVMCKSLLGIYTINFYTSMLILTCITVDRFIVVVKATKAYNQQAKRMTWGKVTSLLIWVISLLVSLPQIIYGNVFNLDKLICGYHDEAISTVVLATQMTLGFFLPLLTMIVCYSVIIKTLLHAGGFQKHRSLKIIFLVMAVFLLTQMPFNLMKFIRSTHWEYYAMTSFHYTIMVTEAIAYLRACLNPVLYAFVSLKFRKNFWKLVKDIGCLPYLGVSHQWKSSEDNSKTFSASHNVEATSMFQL
tim10-1 inh: growth inhibitors of tim10-1 mutant yeast, primary screen, luminescence, uHTS; S. cerevisiae tim10-1 ts strain growth, BacTiter-Glo, 24 h; inhibition, % at 20 µM; 2.2% of 330,000 active; AID 463190, 2010;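 active = inhibition of at least 40%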;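 also: mutant grown at 25 °C; 0% = DMSO wells with yeast and 100% = wells holding no yeast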
tim23-1 inh: growth inhibitors of tim23-1 mutant yeast, primary screen, luminescence, uHTS. inhibition, % at 20 µM. 1.3% of 330,000 active. S. cerevisiae tim23-1 growth, BacTiter-Glo luminescence, 24 h;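 active = growth inhibition of the mutant yeast at or above 50%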;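 also: temperature-sensitive mutant grown at 25 °C; plate controls were DMSO-treated mutant yeast for no effect and medium wells lacking yeast for full effect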
TIM10 inh: growth inhibitors of isogenic TIM10 control yeast, primary screen, counter-screen for tim10-1 yeast inhibitor project, luminescence, uHTS; 1.4% of 330,000 active; S. cerevisiae TIM10 strain growth, BacTiter-Glo luminescence, 24 h; inhibition, % at 10 µM; AID 463195, 2010;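 active = inhibition of 40% or more at the single tested concentration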;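 also: wild-type TIM10 isogenic control strain grown at permissive 25 °C; 0% = DMSO yeast wells and 100% = minimal medium wells without yeast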
CHOP UPR activ: activators of apoptotic CHOP UPR arm, primary screen, cell-based, CHO-CHOP luciferase reporter, luminescence, uHTS; 0.34% of 330,000 active; activation, % at 10 µM; UPR activation; percent of tunicamycin response over DMSO baseline;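 active = at 10 µM dose, activation of 40% or more, normalized to positive control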;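 also: 100% = tunicamycin at 10 µg/mL and 0% = DMSO alone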
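System: CHO CHOP reporter cells. Amount: 500 cells per well. Buffer or medium: F12 medium, 10% FBS. Compound dosing: one dose, 10 µM in 0.5% DMSO. Incubation: 6 h compound exposure at 37 °C after overnight seeding. Technique: Steady-Glo luciferase luminescence. Benchmarks: tunicamycin and DMSO controls.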
Mdm2-MdmX inh: inhibitors of human Mdm2-MdmX association, primary screen, cell-based, luminescence, split luciferase, SaOS-2, uHTS | AID 485346, 2010 | inhibition, % at 8 µM | SaOS-2 split-luciferase Mdm2/MdmX complementation | Protein Mdm4 (Homo sapiens) + E3 ubiquitin-protein ligase Mdm2 (Homo sapiens), … | 3% of 330,000 active;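 active = inhibition of at least 50% at 8 µM in the primary screen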
APJ antagonist: antagonists of human apelin receptor APJ, primary screen, CHO-K1 cells, beta-arrestin complementation, luminescence; P35414; inhibition, % at 20 µM; 0.32% of 330,000 active; AID 2521, 2010;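 active = inhibition above about 40% at 20 µM, limit read from the data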;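 also: cells challenged with 10 nM apelin-13 agonist together with compound; plate controls were apelin-13 plus DMSO wells for no effect and DMSO wells lacking apelin-13 for full effect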
Target sequence (P35414 whole entry, looked up): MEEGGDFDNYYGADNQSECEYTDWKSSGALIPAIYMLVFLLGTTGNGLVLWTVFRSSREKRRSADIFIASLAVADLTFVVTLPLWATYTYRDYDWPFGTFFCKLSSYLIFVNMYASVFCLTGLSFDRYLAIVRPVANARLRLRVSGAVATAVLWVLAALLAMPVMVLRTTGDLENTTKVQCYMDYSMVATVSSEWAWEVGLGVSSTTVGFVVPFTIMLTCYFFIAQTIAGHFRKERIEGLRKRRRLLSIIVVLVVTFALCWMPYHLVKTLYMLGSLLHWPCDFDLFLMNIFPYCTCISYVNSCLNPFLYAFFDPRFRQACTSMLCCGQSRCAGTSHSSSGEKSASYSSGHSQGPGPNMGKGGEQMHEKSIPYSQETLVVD
UPR XBP1 act: activators of adaptive XBP1 UPR arm, primary screen, cell-based, CHO-XBP1 luciferase reporter, luminescence, uHTS | IRE1-XBP1 UPR activation; percent of tunicamycin response, DMSO as zero | activation, % at 20 µM | 0.33% of 330,000 active;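 active = versus positive control, 20 µM dose yields 30% or more activation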;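 also: 100% = tunicamycin at 10 µg/mL and 0% = DMSO only wells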
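Material: CHO cell line with stable XBP1 luciferase reporter; buffer or medium: F12 medium containing 10% fetal bovine serum; compound: single point, 20 µM final compound, 1% DMSO; incubation: 6 h treatment, 37 °C; measured by: glow luminescence from Steady-Glo reagent; evaluation: activation, % of tunicamycin; control set: tunicamycin high, DMSO low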
APJ agonist: agonists of human apelin receptor APJ, primary screen, CHO-K1 cells, PathHunter beta-arrestin, luminescence. 0.11% of 330,000 active. 0% DMSO wells, 100% apelin. AID 2520, 2010. activation, % at 20 µM;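 active = activation more than six SD over the plate average, tested at 20 µM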;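 also: 0% = DMSO alone and 100% = apelin-13 at 10 nM; some results filed as inactive read as strong as hits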
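Assay system: engineered CHO-K1 APJ arrestin reporter cells; Amount: 1000 CHO-K1 reporter cells seeded per well; Dosing: one dose, 20 µM compound, 1% DMSO; Times: compound stimulation 90 min at 25 °C, detection 60 min; Measured by: luminescent beta-gal fragment complementation, chemiluminescent substrate; Read-out: APJ–arrestin association signal; Controls: DMSO vs Apelin-13 10 nM.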
* marks the source's active call; other numbers are inactive results; nt = no result given. An excerpt; count on the stated rates, not on these rows.

Screens in order: CXCR6 block	tim10-1 inh	tim23-1 inh	TIM10 inh	CHOP UPR activ	Mdm2-MdmX inh	APJ antagonist	UPR XBP1 act	APJ agonist
c1ccc(-c2ccc(CN3CCN(c4ncccn4)CC3)cc2)cc1
 : 0	11	3	-4	0.6	0	-6	1	-2
CN1c2ccccc2C(O)=C(C(=O)Nc2ccccc2)S1(=O)=O
 : -11	17	24	11	-1.0	19	1	2	-2
CCOCCCn1c(=S)[nH]c2cc(C(=O)N3CCOCC3)ccc2c1=O
 : -6	6	13	7	-1.0	1	2	0	-1
CCC(C)NC(=O)[C@H]1N2C(=O)c3ccccc3C2SC1(C)C (stereo partly specified)
 : 2	18	13	4	-0.6	7	12	-1	0
O=C(CN1CCN(CC(=O)Nc2ccc3c(c2)OCO3)CC1)Nc1ccc(F)cc1
 : 1	-6	-8	-7	0.8	15	1	-2	-2
Cc1onc(-c2c(F)cccc2Cl)c1C(=O)NC(=S)NCc1cccnc1
 : 20	23	23	30	5.0	4	13	1	-1
CC(c1ccccc1)C1OCC(C[N+]2(C)CCCCC2)O1 (stereo unspecified)
 : 6	5	1	3	-0.7	22	11	4	-2
CCCN(CCC)CC(O)COc1ccccc1C(=O)Nc1ccccc1 (stereo unspecified)
 : -9	4	14	13	-0.2	12	23	-2	7
COc1ccc(C(=O)Nc2ccccc2C(=O)NCc2cccnc2)cc1OC
 : -11	-1	4	8	2.7	15	-9	-1	-3
Cc1cc(C)c(NC(=O)Cn2nc(-c3ccccc3)nc2-c2ccccc2)c(C)c1
 : 3	18	15	15	-1.2	5	1	-2	-2
O=C(Nc1ccccc1)N1CCC(c2nc(-c3ccc(S(=O)(=O)N4CCOCC4)cc3)no2)CC1
 : -1	18	13	11	-1.6	40	16	-2	-4
Cc1ccc(S(=O)(=O)N2CCCC(C(=O)Nc3cccnc3)C2)cc1 (stereo unspecified)
 : 2	17	-5	-22	-0.6	-15	2	6	-3
Fc1ccc(Br)cc1SCCc1ccncc1
 : -2	1	-32	2	0.6	-20	8	-6	-2
O=C(NNC(=S)NCc1ccco1)c1ccccc1Br
 : 4	6	6	5	1.0	17	10	-6	5
Cc1c(Cl)c(=O)oc2cc(OCC(=O)N3CCCC(C)C3)ccc12 (stereo unspecified)
 : -1	-8	12	-1	0.6	17	10	-1	-5
CCc1ccc(NC(=O)CSC2=C(C#N)C(c3ccco3)C3=C(CCCC3=O)N2)cc1 (stereo unspecified)
 : -3	29	11	4	-0.8	9	24	-5	4
Cc1cc(C(=O)COC(=O)c2cnccn2)c(C)n1-c1ccc(Br)cc1
 : 6	-3	5	-2	-2.1	15	7	4	-4
CC(=O)OCCCN1c2ccccc2Nc2nnc(-c3ccccc3)cc21
 : -2	47*	51*	51*	6.8	-163	-3	3	1
CC(=O)NS(=O)(=O)c1ccc(Nc2ccc([N+](=O)[O-])c3nonc23)cc1
 : 51*	8	10	16	0.9	15	45*	-3	-8
Cc1ccc(-c2ccc(=O)n(CCC(=O)NCCN3CCCCC3C)n2)cc1 (stereo unspecified)
 : 7	19	20	-11	-3.0	16	-6	-4	-1
C#CCOCCOCCOCCNc1nc(N2CCN(C(=O)C([C@@H](C)CC)n3cc(C(N)Cc4ccc(O)cc4)nn3)CC2)nc(N2CCN(C(=O)[C@H](CCC(=O)O)n3cc(C(N)CO)nn3)CC2)n1 (stereo partly specified)
 : -20	-4	8	11	-1.0	23	21	-1	4
CCOC(=O)c1ccc(S(=O)(=O)N2CCN(C(=O)c3ccccn3)CC2)cc1
 : -1	-9	1	1	-1.5	16	-1	-3	-2
CC(=O)N1c2ccc(S(=O)(=O)NCCC(=O)N3CCCC(C)C3)cc2CC1C (stereo unspecified)
 : 6	18	18	-9	0.1	20	16	-1	-4
COc1ccccc1N1CCN(C(=O)c2ccc3[nH]c4c(c3c2)CCCC4)CC1
 : 3	40	41	28	-1.0	10	-13	-2	-3
COc1ccc2oc(C(=O)OCC(=O)NCc3ccco3)c(C)c2c1
 : -7	-13	-1	-15	4.0	29	27	0	2
Cc1cc2nc(SCC(=O)Nc3ccccc3C(=O)O)[nH]c2cc1C
 : -5	8	5	2	5.1	-22	17	-6	-1
O=C(N/N=C/c1ccncc1)NC12CC3CC(CC(C3)C1)C2
 : -10	33	46	25	-0.3	-14	0	8	0
CCOC(=O)Cc1cnc(N)s1
 : 2	-5	19	-25	-2.1	-7	-13	1	-3
COc1ccc(NC(=O)c2ccc([N+](=O)[O-])o2)cc1
 : -12	64*	59*	41*	21	21	-61	0	-1
O=C1CSC2(N1)C1CC3CC(C1)CC2C3 (stereo unspecified)
 : 6	3	12	11	0.8	3	2	0	-1

Continued; it opens with the 2 that closed the last part.
Screens in order: CXCR6 block	tim10-1 inh	tim23-1 inh	TIM10 inh	CHOP UPR activ	Mdm2-MdmX inh	APJ antagonist	UPR XBP1 act	APJ agonist
COc1ccc(NC(=O)c2ccc([N+](=O)[O-])o2)cc1
 : -12	64*	59*	41*	21	21	-61	0	-1
O=C1CSC2(N1)C1CC3CC(C1)CC2C3 (stereo unspecified)
 : 6	3	12	11	0.8	3	2	0	-1
CCN(C(=O)c1cc2c(=O)[nH]c3ccc(C)cc3c2s1)c1ccccc1C
 : 10	20	14	10	13	57*	6	7	4
CCOC(=O)[C@H]1[C@H]2COc3ccccc3[C@@H]2N2C(=O)c3cc(Br)ccc3NC(=O)[C@@]12C
 : 8	25	-4	-8	0.3	21	-5	-2	-4
CCCCN(C(=O)c1ccc(C)c(S(=O)(=O)N2CCOCC2)c1)c1c(N)n(CCCC)c(=O)[nH]c1=O
 : -4	7	-2	9	2.5	10	-3	-4	2
CCCCN(CCCC)Cc1cc2ccccc2c2c1COC2
 : 4	-15	-9	-4	1.3	23	25	-4	-2
CCCCCCOc1ccc(-c2ccc(C#N)cn2)cc1
 : -5	18	30	21	0.6	-26	11	-2	2
COc1ccc(N2CCN(CCOc3ccc4c(C)cc(=O)oc4c3)CC2)cc1
 : 5	15	4	12	1.6	-2	1	-1	-3
C=CCc1ccccc1OCC(O)CNC(C)C (stereo unspecified)
 : 4	-21	7	12	1.0	-19	12	-4	-6
CCSC1=C(C#N)C(c2ccc(OC)c(OC)c2)CC(=O)N1 (stereo unspecified)
 : 9	-8	5	2	-0.1	6	-13	-2	-5
COc1ccc(C2NC(=O)C(C#N)=C(S)N2c2ccc(C)cc2)cc1OC (stereo unspecified)
 : 1	12	8	-8	-1.4	7	-1	1	-3
C=CC[C@@H]1C=C[C@H](O/N=C/c2ccc(C(=O)N3[C@H](c4ccc(C)cc4)[C@@H](C)CC[C@H]3C(=O)OC)cc2)[C@@H](CO)O1
 : nt	36	33	18	0.1	36	20	0	0
CC(Sc1nnnn1-c1cccc(F)c1)C(=O)NC1CCCC1 (stereo unspecified)
 : 11	-9	21	3	-2.4	-19	-8	-2	-4
CCn1nnnc1SCC(=O)Nc1ccc(F)cc1
 : 3	0	2	-16	0.1	10	18	5	0
Cc1ccc(-c2ccccc2NC(=O)CS(=O)CC(=O)Nc2ccc(C)c(Cl)c2)o1 (stereo unspecified)
 : -12	0	39	22	0.9	9	-25	-5	6
O=C(Cn1cc(C(F)(F)F)ccc1=O)N1CCc2ccccc2C1
 : 2	-15	-12	-4	0.8	10	4	2	-4
Cc1cc(C)cc(SCc2noc(C(=O)NCC3CCCO3)c2C(=O)O)c1 (stereo unspecified)
 : -3	-16	-2	-12	1.1	18	-16	1	-4
NC(=O)COc1c(-c2ccco2)oc2ccccc2c1=O
 : -2	19	5	-8	0.1	3	-9	-1	-2
CNC(=O)c1csc(-c2ccncc2)n1
 : -2	10	-9	-20	-1.8	-5	-4	-1	-3
CC(C)CCN(CCC(C)C)C(=O)Cc1c(O)c2ccccc2[nH]c1=O
 : 4	-2	10	-3	-1.3	15	-8	2	-3
COc1ccc(COC(=O)NNC(=O)c2ccc(OC)cc2)cc1
 : 7	-15	14	-3	0.9	8	-19	0	2
CCOc1ccc2[nH]c3c(N4CCC5(CC4)OCCO5)ncnc3c2c1
 : nt	15	24	20	0.4	26	-11	-1	-3
O=C(O)c1ccc(-n2nnnc2SCc2ccccc2)cc1
 : 2	6	13	-1	1.1	-8	16	4	0
O=c1c(Cc2ccccc2)c(O)c2cccc3c4c(n1c23)CCCC4
 : -13	23	21	22	-0.5	7	15	1	5
Cc1cc(C)nc(Nc2n[nH]c(COc3ccc4ccccc4c3)n2)n1
 : 1	12	-25	-25	-1.1	6	23	-3	-3
C1CN(c2nc(N3CCOCC3)nc(N3CCOCC3)n2)CCO1
 : nt	6	14	-23	0.1	4	0	-2	-1
Cn1cc(CN2CCC(C(=O)N3CCCC3)CC2)c(-c2ccccc2F)n1
 : 9	13	-5	9	-1.9	13	4	-2	-3
Cn1cc(S(=O)(=O)N2CCc3ccccc32)cc1C(=O)Nc1ccc(Cl)cc1
 : -6	5	-2	-5	2.2	29	-2	-4	3
